Source: PubChem BioAssay (Sanford-Burnham Center for Chemical Genomics)
mouse IAP activators – activators of mouse IAP, confirmation, biochemical, luminescence, single concentration (AID 434970) | activity change, negative = activation, % at 10 µM | purified mouse IAP, CDP-Star luminescence, 30 min; hits give low values | hit rate 2.9% among 11,000; in the data active = activity change below about -85%;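 also: percent relative to enzyme plus DMSO wells and wells without enzyme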
mouse IAP activators Fold change – further read-out of mouse IAP activators, marked with its call; activation factor; measured here: IAP activation factor; hits give high values;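 fold luminescence change scaled to plate control wells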
* hit, by the source's call. The list is partial; the hit share may differ from the screen's.

SMILES	mouse IAP activators	mouse IAP activators Fold change
Cc1ccc(NC(=O)Nc2ccc3c(c2)N(C)C(=O)CS3)cc1C	-92	1.9
C[C@@H]1CC=C[C@@H]2[C@H]1C(=O)N(Cc1ccccc1)[C@H]2c1cccc(C#Cc2ccccc2)c1	4	0.96
CN(Cc1ccccc1)S(=O)(=O)c1ccccc1Br	-1	1
CSCCC(NC(=O)COc1ccccc1)C(=O)OCC(=O)c1cc2ccccc2o1 (configuration not stated)	4	0.96
Cn1cccc1C(=O)NC(=O)CSc1nnc(C2CC2)n1-c1ccccc1	2	0.98
CCOC(=O)C(C)n1cnc2c(oc3ccccc32)c1=O (configuration not stated)	-4	1
O=S(=O)(c1ccc(N2CCN(S(=O)(=O)c3ccc4c(c3)OCCO4)CC2)nc1)N1CCCC1	7	0.93
COC(=O)c1ccc(NC(=O)Nc2ccc(F)c(Cl)c2)cc1	-86	1.9
O=C(/C=C\c1ccc(-c2ccccc2)o1)c1ccccc1	11	0.89
COC(=O)/C=C/c1cccc([C@H]2[C@@H]3C=CC[C@@H](C)[C@@H]3C(=O)N2Cc2ccccc2)c1	10	0.9
C=CCN(C(=O)CNC(=O)c1ccco1)C(C(=O)NC1CCCCC1)c1ccc(F)cc1 (configuration not stated)	-5	1.1
CSCCC(C(=O)N1CC2(C)CC1CC(C)(C)C2)N1C(=O)c2ccccc2C1=O (configuration not stated)	11	0.89
CC(C)CC(=O)NC(=S)Nc1ccccc1F	8	0.92
CCCCCCCCCCn1c2c(c(=N)c3c1CCC3)CCC2	-12	1.1
CCOC(CNC(=O)c1ccc2nc(N3CCC(C)CC3)sc2c1)OCC	-11	1.1
COCCn1c(C)cc(C(=O)CSc2nnc(C)s2)c1C	0	1
O=C(NCc1ccncc1)C1CCCCC1	2	0.98
C=CCN=c1scc(-c2ccco2)n1/N=C/c1ccc(O)c(O)c1O	68	0.32
O=C(O)c1cc(S(=O)(=O)Nc2ccc3oc(=O)sc3c2)ccc1O	72	0.28
CCCc1[nH][nH]c(=O)c1C(c1cccc(Cl)c1)C(C#N)C#N (configuration not stated)	2	0.98
COc1ccc(C2CC(=O)Oc3cc4c(cc32)OCO4)cc1 (configuration not stated)	1	0.99
CCCCOc1ccc(NC(=O)C(=O)NCCC2=CCCCC2)cc1	8	0.92
O=c1ccc(Cl)cn1Cc1ccccc1F	4	0.96
CC(C)(C)N1C(=O)c2ccc(C(=O)NCc3ccco3)cc2C1=O	12	0.88
CN(c1ccccc1C(=O)O)S(=O)(=O)c1ccc2c3c(cccc13)C(=O)N2	62	0.38
Further entries:
SMILES	mouse IAP activators	mouse IAP activators Fold change
CCc1nnc(NC(=O)c2c(C)nn(-c3ccccc3)c2Cl)s1	10	0.9
Cc1onc(-c2ccccc2)c1NC(=O)Nc1ccc(OC(F)F)cc1	-48	1.5
O=C(OCn1nnc2ccccc2c1=O)C1CCN(S(=O)(=O)c2cccs2)CC1	8	0.92
CCn1c(=O)c2c(nc3n2CC(C)CN3CCc2ccccc2)n(C)c1=O (configuration not stated)	0	1
CCOC(=O)C1=C(N)Oc2cc(C)n(C)c(=O)c2C1c1ccncc1 (configuration not stated)	6	0.94
Cc1ccc(C)c(N2CCN(C(=O)CCc3nc(-c4ccccc4)no3)CC2)c1	9	0.91
CC[C@]12c3[nH]c4cc(-c5ccco5)ccc4c3CCN1C(=O)[C@@H](CC(=O)NCCc1ccccn1)C[C@@H]2C(=O)N1CCN(C(=O)C2CC2)CC1	-1	1
COc1cc(OC)c(C2C(C#N)=C(N)Oc3cc(C)n(CCCN4CCOCC4)c(=O)c32)cc1OC (configuration not stated)	-7	1.1
CCn1cc(C(=O)Nc2ccc(OC)c(OC)c2)c2cc(OC)c(OC)cc2c1=O	8	0.92
COc1cccc(Oc2cncnc2-c2ccc(OC)cc2O)c1	3	0.97
Cc1ccc2c(c1)CCCN2C(=O)Nc1ccc2c(c1)OCO2	7	0.93
CCOC(=O)N1CCC(NC(=O)C2CCC(Cn3c(=O)[nH]c4ccccc4c3=O)CC2)CC1 (configuration not stated)	9	0.91
O=c1[nH][nH]c(C(F)(F)F)c1C=NCc1cccc(Cl)c1	3	0.97
O=C(CCn1c(=O)sc2ccccc21)Nc1nccs1	4	0.96
CC(C)Oc1ccc(C(=O)CCN2CCCCC2)cc1	3	0.97
CC(=O)c1cccc(Nc2nc(-c3cccc([N+](=O)[O-])c3)cs2)c1	8	0.92
Clc1ccc2ncc(-c3nnnn3-c3ccccc3)c(-c3ccccc3)c2c1	7	0.93
c1ccc(NC2=NCCCCS2)cc1	-6	1.1
ON1C(c2ccccc2)CC2(O)c3nonc3CCC12 (configuration not stated)	-2	1
CC(Cc1cccs1)NC(=O)Nc1ccc(Cl)c(Cl)c1 (configuration not stated)	6	0.94
CCOC(=O)c1ccc(NC(=O)c2cnccn2)cc1	-9	1.1
COc1ccccc1C1CC(=O)Oc2cc(C)c(Cl)c(C)c21 (configuration not stated)	2	0.98
COc1ccc(-n2nc(C(=O)c3cccs3)cc(-c3nc4ccccc4[nH]3)c2=N)cc1	10	0.9
Fc1ccccc1CNC(=S)Nc1ccc(Cl)cc1	-38	1.4
Nc1cc(N)nc(SCC(=O)Nc2ccc3c(c2)OCCCO3)n1	-5	1
(further entries)
SMILES	mouse IAP activators	mouse IAP activators Fold change
CCCC(=O)n1nc(-c2ccccc2)nc1N	15	0.85
O=C(O)c1ccc2oc(SCC(=O)N3CCCCC3)nc2c1	6	0.94
CCN(CC)S(=O)(=O)c1cccc(C(=O)NCC(=O)OCC(=O)NCc2ccccc2)c1	2	0.98
COc1cc2c(ccc3cc(OC)c(OC)c(O)c32)cc1O	58	0.42
COC(=O)[C@@]1(C)[C@H]2C(=O)N(C)C(=O)[C@H]2[C@H]2CN=C(SCc3ccc(Cl)cc3)N21	-10	1.1
CCN(CC)CCNc1c2c(c(C#N)c3nc4ccccc4n13)CCCC2	-18	1.2
O=C(CS(=O)(=O)Cc1ccccc1)Nc1ccc(Cl)cn1	-3	1
COC(=O)c1cn(-c2ccccc2)nc1-c1cccnc1	10	0.9
Cc1ccccc1NC(=O)CSc1nnc(Cc2ccccc2)o1	9	0.91
CC(=O)c1ccc(NC(=O)Cn2nc(C)cc2C)cc1	5	0.95
CCOCC(=O)Nc1nnc(C)s1	10	0.9
NS(=O)(=O)c1ccc(N=Nc2c[nH]c(=O)c(O)c2)cc1	81	0.19
N#C/C(=C/c1ccco1)C(N)=S	56	0.43
Cc1ccc(-c2c3c(=O)n(C)c(=O)n(C)c3cn2-c2ccccc2O)cc1	-4	1
CCOC(=O)C1=C(c2ccccc2)c2ccccc2OC1C(=O)OCC (configuration not stated)	8	0.92
Cc1cc(NC(=O)CSc2nnc(-c3ccccc3)n2Cc2ccco2)no1	5	0.95
O=C1CN(C(=O)c2ccc(Br)o2)C(c2ccc(F)cc2)c2cc(Cl)ccc2N1 (configuration not stated)	2	0.98
C=CCN(CC=C)C(=O)c1ccncc1	5	0.95
CCOc1ccc2nc(NC(=O)CSc3nnc(-c4ccncc4)n3CC3CCCO3)sc2c1 (configuration not stated)	7	0.93
C[C@]12c3[nH]c4cc(-c5ccco5)ccc4c3CCN1C(=O)[C@@H](CC(=O)NCCCn1ccnc1)C[C@@H]2C(=O)N1CCCCC1	-11	1.1
COc1ccc2[nH]c3c(c2c1)CCN1C(=O)C(CC(=O)NCc2ccc(OC)c(OC)c2)C[C@H](C(=O)N2CCOCC2)[C@@]31C (some centres not stated)	3	0.97
N#CC1=C(N)Oc2n[nH]c(-c3cccs3)c2C1c1cccs1 (configuration not stated)	32	0.69
Cc1ccc(C)c(N2CCN(C(=O)CCc3nc(-c4ccccc4Br)no3)CC2)c1	0	0.99
CC(C)N(C(=O)[C@H]1C[C@H](CC(=O)NCCC2=CCCCC2)C(=O)N2CCc3c([nH]c4ccc(Cl)cc34)[C@]12C)C(C)C	-24	1.2
O=C(CCl)Oc1ccc2occ(C(=O)c3cccs3)c2c1	11	0.89
Later entries
SMILES	mouse IAP activators	mouse IAP activators Fold change
COc1ccc(C2C=C(c3ccccc3)Nc3nc(CCCO)nn32)cc1 (configuration not stated)	10	0.9
COC(=O)[C@H](C(C)C)N(Cc1ccccc1)S(=O)(=O)CCN1CCN(c2ccccc2)CC1	-8	1.1
O=C1[C@@H](c2ccccc2)[C@@H](c2ccccc2)N1c1cccnc1	-11	1.1
O=C(COc1ccc(-n2cnnn2)cc1)N1CCN(c2ccc(F)cc2)CC1	1	0.99
Cc1ccc(Oc2nc3ccccc3n3c(C)nnc23)c(C)c1	3	0.97
CCOC(=O)C1CCCN(C(=O)COc2ccccc2O)C1 (configuration not stated)	7	0.93
Nn1c(SCC(=O)N2CCOCC2)nnc1-c1ccc(Cl)cc1Cl	-13	1.1
CCSc1sccc1C1C(C#N)=C(N)N(c2cccnc2)C2=C1C(=O)CCC2 (configuration not stated)	30	0.7
O=C(Cn1cnc2c(cnn2-c2ccccc2)c1=O)N1CCCc2ccccc21	3	0.97
O=C(Nc1cccc(Cl)c1)Nc1cccc(Cl)c1	-221*	3.2*
O=C(NCc1ccccc1)NC1CC2CCC(C1)N2Cc1ccco1 (configuration not stated)	-8	1.1
CCCCN1CC(O)=C(c2nc3ccccc3[nH]2)C1=N	5	0.95
Cc1cc(C(=O)CN2C(=O)c3ccccc3S2(=O)=O)c(C)n1CC1CCCO1 (configuration not stated)	-7	1.1
O=C1COc2ccc3ccccc3c2CN1	3	0.97
O=C(CN1C(=O)c2ccccc2S1(=O)=O)N1CCc2ccccc21	2	0.98
CCOc1ccc(NC(=O)CN(C)CC(=O)Nc2cccc(Cl)c2C)cc1OCC	-18	1.2
C=CCN1C(=O)CN=C1NCc1ccccc1	7	0.93
COc1c(Br)cc(Br)cc1/C=N/n1c(C)nnc1C	1	0.99
CCOC(=O)C1=CNS(=O)(=O)NC1c1ccc(C#N)cc1 (configuration not stated)	-8	1.1
COc1ccc(OC)c(NC(=O)C2C3CCC(C3=C(C)C)C2C(=O)O)c1 (configuration not stated)	11	0.89
Cc1cc(C)n(C(CC(=O)O)C(=O)O)n1 (configuration not stated)	5	0.95
Brc1ccc2[nH]c3c(N4CCc5ccccc5C4)ncnc3c2c1	-34	1.3
COc1ccc(-n2nnnc2Sc2ccc(S(=O)(=O)N3CCOCC3)cn2)cc1	-8	1.1
Cc1nn(C)cc1CNC(=O)COc1ccc(Cl)cc1Cl	-5	1.1
CC(=O)NC12CC3CC(C1)CC(C(=O)OCC(=O)Nc1ncc(Cl)cc1Cl)(C3)C2	-3	1

Sorted by molar mass (rising): 3 of the compounds above.
SMILES	mouse IAP activators	mouse IAP activators Fold change
COc1ccc(OC)c(NC(=O)C2C3CCC(C3=C(C)C)C2C(=O)O)c1 (configuration not stated)	11	0.89
CCOc1ccc(NC(=O)CN(C)CC(=O)Nc2cccc(Cl)c2C)cc1OCC	-18	1.2
COC(=O)[C@H](C(C)C)N(Cc1ccccc1)S(=O)(=O)CCN1CCN(c2ccccc2)CC1	-8	1.1

Next section:
SMILES	mouse IAP activators	mouse IAP activators Fold change
COc1ccc(NC(=O)Nc2ccc(Br)c(C)c2)cc1	-45	1.5
CCN1C(=O)[C@H]2[C@H]3CN=C(SCC(=O)c4ccccc4)N3[C@@](C)(C(=O)OC)[C@H]2C1=O	11	0.89
CC1CCCCC1NC(=O)CSc1nnc(N)s1 (configuration not stated)	-16	1.2
CCOC(=O)C1=C(c2ccccc2)Nc2ncnn2C1c1ccccn1 (configuration not stated)	-9	1.1
O=C(NCCc1ccc(Cl)cc1)Nc1cccc(Cl)c1	-92	1.9
O=C(CNC1C(=O)Nc2ccccc21)Sc1ccccc1 (configuration not stated)	7	0.93
O=C(Cc1ccccc1)Nc1ccccc1C(=O)O	7	0.93
Cc1nn(-c2cccc(Cl)c2)c2c1C(c1ccncc1)C(C#N)=C(N)O2 (configuration not stated)	14	0.86
COc1nc(N(C)C)nc(N(OC)S(=O)(=O)c2ccccc2Cl)n1	9	0.91
CCOC(=O)c1cc2c(=O)n3ccccc3nc2n(CC2CCCO2)c1=NC(C)=O (configuration not stated)	-3	1
O=C(COC(=O)c1ccc(Br)o1)Nc1ncc([N+](=O)[O-])s1	59	0.41
CC(C)CN(C(=O)COC(=O)CCN1C(=O)c2ccccc2C1=O)C1CCS(=O)(=O)C1 (configuration not stated)	-5	1.1
CCN(CC)C(=O)[C@H]1C[C@H](CC(=O)NCCCN(C)C)C(=O)N2CCc3c([nH]c4cc(CCC(=O)N(C)C)ccc34)[C@]12C	-3	1
CC1(C)Cc2noc(N)c2C(C)(C)N1OC(=O)c1cccs1	-4	1

Molecules from the list above with an aryl methoxy group (14):
SMILES	mouse IAP activators	mouse IAP activators Fold change
COc1ccc(C2CC(=O)Oc3cc4c(cc32)OCO4)cc1 (configuration not stated)	1	0.99
COc1cc(OC)c(C2C(C#N)=C(N)Oc3cc(C)n(CCCN4CCOCC4)c(=O)c32)cc1OC (configuration not stated)	-7	1.1
CCn1cc(C(=O)Nc2ccc(OC)c(OC)c2)c2cc(OC)c(OC)cc2c1=O	8	0.92
COc1cccc(Oc2cncnc2-c2ccc(OC)cc2O)c1	3	0.97
COc1ccccc1C1CC(=O)Oc2cc(C)c(Cl)c(C)c21 (configuration not stated)	2	0.98
COc1ccc(-n2nc(C(=O)c3cccs3)cc(-c3nc4ccccc4[nH]3)c2=N)cc1	10	0.9
COc1cc2c(ccc3cc(OC)c(OC)c(O)c32)cc1O	58	0.42
COc1ccc2[nH]c3c(c2c1)CCN1C(=O)C(CC(=O)NCc2ccc(OC)c(OC)c2)C[C@H](C(=O)N2CCOCC2)[C@@]31C (some centres not stated)	3	0.97
COc1ccc(C2C=C(c3ccccc3)Nc3nc(CCCO)nn32)cc1 (configuration not stated)	10	0.9
COc1c(Br)cc(Br)cc1/C=N/n1c(C)nnc1C	1	0.99
COc1ccc(OC)c(NC(=O)C2C3CCC(C3=C(C)C)C2C(=O)O)c1 (configuration not stated)	11	0.89
COc1ccc(-n2nnnc2Sc2ccc(S(=O)(=O)N3CCOCC3)cn2)cc1	-8	1.1
COc1ccc(NC(=O)Nc2ccc(Br)c(C)c2)cc1	-45	1.5
COc1nc(N(C)C)nc(N(OC)S(=O)(=O)c2ccccc2Cl)n1	9	0.91
